Screens (PubChem)
Pf Dd2 growth: qHTS Primary assay for Inhibitors of Plasmodium falciparum Dd2 growth in vitro. actives 4.3% (n = 120,000). AID 1347417, 2020. Potency, µM (doses to about 28.9 µM), for inactives: top-dose activity, negative = inhibition, hits mostly inhibitors. P. falciparum Dd2 growth, SYBR Green, 72 h; active means well fitted inhibition curve with a large enough effect; inconclusive means small, poorly fitted or top-dose-only effect; inactive means no such curve, though single readings can be large or run the other way;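 further: plate controls were DMSO vehicle for no effect and reference drug for full effect; nearly all actives have a fitted effect of over 65% in size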
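Readout: SYBR Green fluorescence, 485 nm excitation, 535 nm emission, after ~16 h lysis at 37C. Before that, Dd2-infected red cells (2.5% hematocrit) grew 72 h with compound, 29 uM top final concentration.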
Active calls of the source: *; i = inactive; ? = inconclusive; [ ] = remark or other dose. Potency means the concentration at half of the fitted maximal effect.

| Molecule | Pf Dd2 growth |
| --- | --- |
| OCc1cccc(-c2ccc3ncc(Nc4ccnc(N5CCOCC5)c4)n3n2)c1 | i |
| CCC(C)NC(=O)C1COC2(CCN(C(=O)c3ccc(Cl)cc3)CC2)N1C(=O)c1ccccc1C (configuration not stated) | ? |
| Cc1noc(C)c1[S+](=O)([O-])N1CCC2(CC1)OCCN(c1ccc(F)cc1)C2=O | -20%[44.1 µM] |
| CCOc1ccc(CCNC(=O)c2cc3cccc4c3n2CCS4)cc1 | ? |
| CC(=O)N1CCn2c(nn(-c3ccc(F)cc3)c2=O)C1 | 13%[44.1 µM] |
| O=C(CN1C(=O)NC2(CCS(=O)(=O)CC2)C1=O)Nc1ccc(F)c(Cl)c1 | -24% |
| CCN1c2cc(C(=O)Nc3ccc(Br)cc3)ccc2C(=O)N2CCCCC21 (configuration not stated) | ? |
| CN1C(=O)c2cccn2CC1C(=O)NC1CCS(=O)(=O)C1 (configuration not stated) | 24% |
| CCc1cccc(C)c1NC(=O)c1ccc2c(c1)CCN2S(=O)(=O)CC | i |
| COc1cccc(CNC(=O)c2cc(C)nc3c2c(C)nn3-c2ccc(C)cc2)c1 | ? |
| O=C1CCCN1CCCN1C(=O)[C@@H]2C[C@@H](O)CN2C2(CN(Cc3ccccc3)C2)C1=O | -8%[44.1 µM] |
| CCOC(=O)c1cccc(NC(=O)Cc2ccc(NC(=O)N3CCCCc4ccccc43)cc2)c1 | i |
| Cc1cnc(C2CCC2)n1CC1CCN(C(=O)CC2CCCC2)CC1 | ? |
| Cc1nn(C(C)C(=O)NCCc2ccccc2)c(=O)c2c1sc1ccccc12 (configuration not stated) | i |
| Cc1nc2cc(C(=O)NC3CCCCCC3)ccc2n1-c1ccc(Br)cc1 | 18% |
| Cc1cc(C)cc(-n2ccn(CC(=O)Nc3ccccc3C(F)(F)F)c(=O)c2=O)c1 | 72%[activator] |
| COc1ccc(C(=O)NCc2ccc3c(c2)CCN3C(=O)c2ccc(C)cc2)cc1 | i |
| CNC(=O)[C@@H]1CN(C(=O)CCc2ccc(OC)cc2)C[C@H]1COC | 16% |
| COCCCNC(=O)c1ccc2c(c1)C(O)CCCCCN2C (configuration not stated) | i |
| Cc1cc(C)cc(NC(=O)c2cc(-c3ccc[nH]3)n[nH]2)c1 | i |

A draw from above in order of SMILES length, low to high:
| Molecule | Pf Dd2 growth |
| --- | --- |
| CN1C(=O)c2cccn2CC1C(=O)NC1CCS(=O)(=O)C1 (configuration not stated) | 24% |
| CCc1cccc(C)c1NC(=O)c1ccc2c(c1)CCN2S(=O)(=O)CC | i |
| O=C(CN1C(=O)NC2(CCS(=O)(=O)CC2)C1=O)Nc1ccc(F)c(Cl)c1 | -24% |
| CCOC(=O)c1cccc(NC(=O)Cc2ccc(NC(=O)N3CCCCc4ccccc43)cc2)c1 | i |
| CCC(C)NC(=O)C1COC2(CCN(C(=O)c3ccc(Cl)cc3)CC2)N1C(=O)c1ccccc1C (configuration not stated) | ? |
| O=C1CCCN1CCCN1C(=O)[C@@H]2C[C@@H](O)CN2C2(CN(Cc3ccccc3)C2)C1=O | -8%[44.1 µM] |

Continuation.
| Molecule | Pf Dd2 growth |
| --- | --- |
| CCCCOc1ccc(CNC(=O)C2COc3ccc(OC)cc3C2)cc1 (configuration not stated) | 17% |
| CCOc1ccccc1NC(=O)C1=C(C)Nc2ncnn2C1c1ccco1 (configuration not stated) | 22% |
| CCOCCCNC(=O)C(c1ccccc1)N1Cc2ccccc2C1=O (configuration not stated) | i |
| O=C(C1CC1)N1CCCC(N2CCN(c3cccc(C(F)(F)F)c3)CC2)C1 (configuration not stated) | ? |
| COc1ccc(-c2noc([C@@H]3C[C@@H](O)CN3Cc3ccccn3)n2)cc1 | ? |
| Cc1cccc(C(=O)N2CCCCCNC(=O)[C@H]3C[C@H](C(=O)N4CCc5ccccc5C4)C[C@H]32)c1 | 8.9µM* |
| CCCNC(=O)[C@@H]1CCCN1[C@@H](C(=O)NC)c1ccc(OC)cc1 | i |
| CC(C)Oc1ccc(CNC(=O)c2sc3ncccc3c2-n2cccc2)cc1 | 36%[activator] |
| CCc1ccc(NC(=O)CCc2c(C)nc3nc(-c4cc(OC)cc(OC)c4)nn3c2C)cc1 | i |
| CCN(Cc1ccccc1)C(=O)CN1C(=O)COc2ccc(S(=O)(=O)N3CCOCC3)cc21 | i |
| COc1ccc(C(=O)N2CCC(c3n[nH]c(=O)n3Cc3ccc(F)cc3)CC2)cc1 | i |
| Cc1ccc(NC(=O)c2cc(S(=O)(=O)N(C)C3CCCCC3)ccc2F)cc1C | ? |
| Cc1cc(NC(=O)Cn2ccn3nc(-c4ccc(F)cc4)c(CO)c3c2=O)no1 | -1% |
| Cn1cc(C(=O)NCC2CN(C(=O)Cc3cccc(Oc4ccccc4)c3)CC23CN(c2ccccc2)C3)cn1 (configuration not stated) | -21% |
| COc1ccc(-c2nsc(NC(=O)COc3ccc(C)c(C)c3)n2)cc1 | 21% |
| Cc1cccc(N2Cc3c(NCc4ccc5c(c4)OCO5)ncnc3N(C)CC2=O)c1 | -28% |
| COc1ccc(C2Cn3nnc(-c4noc(-c5ccc(C)cc5)n4)c3CO2)cc1 (configuration not stated) | -12% |
| O=C(NC[C@H]1OC[C@@H](NC2CCC2)[C@@H]1O)c1ccccc1 | -26%[44.1 µM] |
| O=C(Nc1cccc(C(=O)N2CCN(c3ccccc3F)CC2)c1)c1nsc2ccccc12 | -10% |
| CC(C)c1nc2ccc(C(=O)NCCCN3CCN(c4ccc(F)cc4)CC3)cc2o1 | 53%[activator] |
| CCOc1ccc(-c2nnc(SCC(=O)NC3CCCC3)nc2-c2ccc(OCC)c(OC)c2)cc1OC | 91%[activator] |
| COCCC(=O)Nc1ccc2c(c1)CCC(=O)N2C | 5% |
| COC(=O)c1c(Oc2ccc(C(C)=O)cc2)nnc(-c2ccccc2)c1-c1ccccc1 | 23% |
| CCOCc1nc(C2CCCN(C(=O)Cc3ccc(F)cc3)C2)no1 (configuration not stated) | 53%[activator] |
| CN(C)[C@@H]1[C@@H](NC(=O)c2cc(=O)n(-c3ccccc3)[nH]2)[C@H]2CCO[C@H]21 | -23% |
| CC1CCc2onc(C(=O)N3CCN(c4ccc(Cl)cc4)CC3)c2C1 (configuration not stated) | 3% |
| COc1cccc(CN2CC(C(=O)NCc3cc4ccccc4[nH]3)CCC2=O)c1 (configuration not stated) | 2% |
| CCn1c2c(c(=O)n3ncc(C(=O)Nc4ccc(F)c(Cl)c4)c13)CN(Cc1ccc(OC)cc1)CC2 | ? |
| O=C(Cn1ncc2ccc(Cl)cc21)NCc1ccc(F)cc1 | 6%[5.79 µM] |
| O=C(Nc1cc(F)ccc1Cl)c1cnc(-c2ccccc2)nc1-c1ccncc1 | ? |
| Cc1cccnc1C(=O)N[C@@H]1CN(c2ncccn2)C[C@H]1CO | 19% |
| O=C(Cc1cccc(F)c1)N1CCN(c2cc(C(F)(F)F)ncn2)CC1 | i |
| CCOc1ccc(OCC)c(NC(=O)C2CCCN(S(=O)(=O)c3ccc4c(c3)oc(=O)n4C)C2)c1 (configuration not stated) | i |
| CC(=O)c1cccc(NC(=O)Cn2nc(C)n3cccc3c2=O)c1 | 13% |
| COc1ccc(CN2C(=O)CO[C@H]3CN(C4CCOCC4)C[C@H]32)cc1 | ? |
| CCOc1ccccc1-c1noc(CCCC(=O)Nc2cccc(C(F)(F)F)c2)n1 | i |
| COc1ccc(Cn2c(C3CCN(C(=O)Cc4cccc(F)c4)CC3)n[nH]c2=O)cc1 | ? |
| CC(=O)c1ccc(NC(=O)c2noc3c2CSc2ccccc2-3)cc1 | 13% |
| O=C(CC(c1ccccc1)c1cn(Cc2ccccc2)c2ccc([N+](=O)[O-])cc12)N1CCOCC1 (configuration not stated) | -4% |
| CC1N=C2c3ccccc3N=C(SCC(=O)NCc3ccc(Cl)cc3)N2C1=O (configuration not stated) | 25% |
| O=C(CSc1nc2ccsc2c(=O)n1Cc1ccc(F)cc1)NCc1ccc(Cl)cc1 | 8% |
| Cc1ncsc1CCC(=O)N[C@@H]1CCOC[C@H]1OCC(=O)O | -9% |
| O=C(c1n[nH]c2ccccc12)N1CCCC1c1nc(CCOCC2CC2)no1 (configuration not stated) | ? |
| CCN1C(=O)CN(C(=O)CC(C)C)CC12CCOCC2 | ? |
| CN(C)C(=O)Cc1c[nH]c2ncc(-c3cnn(C)c3)cc12 | ? |
| Cc1ccc(NS(=O)(=O)c2ccc(-n3cccn3)cc2)cc1Cl | -1% |
| Cc1cccc(OCC(=O)Nc2ccc3c(c2)nc(CN2CCCCC2)n3C)c1 | -22% |
| Cc1ccc2c(c1)N(CC(=O)N1C[C@@H](C)[C@](O)(C3CCC3)C1)C(=O)CO2 | -15% |
| O=C(c1ccc2cc[nH]c2c1)N1CCCN(c2cc(-c3ccc(Cl)cc3)[nH]n2)CC1 | -29% |
| O=C(C[C@H]1NC(=O)c2ccccc2NC1=O)Nc1ccc(N2CCCS2(=O)=O)cc1 | -20% |
| O=C(NC1CCCCC1)N[C@H]1CCN2C(=O)c3ccc(Cl)cc3NC(=O)[C@H]12 | i |
| CCc1ccccc1-n1c2c(cc(-c3nc(-c4ccc(Cl)cc4)cs3)c1=O)C(=O)CC(C)(C)C2 | 37%[activator][0.594 µM] |
| CCOC(=O)c1[nH]c(C)c(CCC(=O)NCc2cccc(C)c2)c1C | -28% |
| CC1=C[C@@H](CNC(=O)c2cccnc2)[C@H](C(C)C)C[C@H]1CC(=O)N1CCCC1 | -29%[44.1 µM] |
| FC(F)(F)c1ccc(CN2CCCC3(CC(Cc4ccccc4)=NO3)C2)cc1 (configuration not stated) | -15% |
| CCc1nnc([C@@H]2CC(F)(F)CN2C(=O)c2nccn2C)o1 | i |
| CC1(C(=O)O)CCN(Cc2ccccc2)CC1 | 8%[44.1 µM] |
| CCC(CC)n1c(=O)n(Cc2cc(C(C)C)no2)c2cc(C(=O)O)cnc21 | 8% |
| Fc1cccc(-c2cnc([C@@H]3COCCN3C3CCCCC3)[nH]2)c1 | ? |
| COc1ccc(C(=O)N[C@@H]2CN(C(=O)Nc3cccc(C(F)(F)F)c3)CCC[C@H]2O)cc1 | i |

(more compounds)
| Molecule | Pf Dd2 growth |
| --- | --- |
| CCCCn1c(=O)c2oc3ccccc3c2n(CC(=O)Nc2cccc(Cl)c2C)c1=O | 1% |
| O=S1(=O)NCC2(CCN(Cc3ccsc3)C2)Oc2ncccc21 (configuration not stated) | -28% |
| COCC1CN(C)CC12CCN(C(=O)C1CCOCC1)CC2 (configuration not stated) | 8% |
| COc1ccc(N2C(=O)C3(CCCCC3)C2C(=O)NCCc2c(C)noc2C)cc1 (configuration not stated) | ? |
| O=C(Cn1ncc2c3ccccc3n(Cc3cccc(Cl)c3)c2c1=O)Nc1ccc(F)cc1F | -24% |
| CC1=NOC2(CCN(Cc3ccc(C(F)(F)F)cc3)CC2)C1 | ? |
| C[C@]1(CO)[C@H]2Cc3sc(-c4ccsc4)nc3[C@@H](CC(=O)Nc3cccc(O)c3)[C@]2(C)CC[C@H]1O | ? |
| CC(C)C(=O)N1CCC2(CC1)CC(N(C(=O)c1ccccc1)C1CC1)CCO2 (configuration not stated) | i |
| OC(COc1ccccc1-c1ccncc1)CN1CCOCC1 (configuration not stated) | -12% |
| CN(Cc1ccc(F)cc1)Cc1ccnn1C | 10%[44.1 µM] |
| Cc1cc2cc(C(=O)N3CC[C@@H]4[C@@H](CCC(=O)N4CCN)C3)ccc2o1 | -7% |
| CN1CCCN(S(=O)(=O)c2cn(C)cn2)c2ccccc21 | ? |
| O=C(C[C@@H]1CCNC[C@@H]1Cc1cc(CSc2ccccc2)on1)N1CCCCC1 | i |
| COC1CN(c2ccc(C)cc2)C12CCN(C(=O)C(C)C)CC2 (configuration not stated) | i |
| CCc1ccc(-n2c(=O)c3ccccc3n(CC(=O)NCCc3ccc(OC)c(OC)c3)c2=O)cc1 | ? |
| O=C(CCCc1ccccc1)N1CCC(c2noc(-c3ccccc3)n2)C1 (configuration not stated) | 6%[5.79 µM] |
| Cc1[nH]ccc1C(=O)N(CCN1CCCCC1)CC1CCCN(C2CCCC2)C1 (configuration not stated) | 5% |
| CN1CCC(NCC2(CO)C[C@@H](O)[C@@H](O)C2)CC1 (some centres not stated) | 3%[44.1 µM] |
| Cc1oc(C)c2c(=O)cc(-c3ccc4c(c3)OCO4)cc(OC(=O)c3cccc(Cl)c3)c12 | ? |
| Cc1cccc(Cn2c(SCc3ccc(C(=O)NCc4ccccc4)cc3)nc3cccnc32)c1 | ? |
| Cc1ccccc1-c1ccc2n(c1=O)C[C@H]1C[C@@H]2CN(C(=O)CSCC(=O)O)C1 | -23%[44.1 µM] |
| COCCOC1CCOC2(CCN(C(=O)c3cccnc3)CC2)C1 (configuration not stated) | -12% |
| O=C(c1ccccc1)N1CCC2(C1)C(=O)N(c1ccccc1)c1ccccc12 (configuration not stated) | ? |
| COCCNc1ncccc1-c1noc([C@@H]2CCCN2Cc2ccncc2)n1 | -20%[44.1 µM] |
| COc1cc(NC(=O)CCC2CCCN(C(=O)CCN3CCCCO3)C2)cc(OC)c1 (configuration not stated) | -21% |
| COc1ccc(OC(=O)N2CCC(Oc3ccc4c(cnn4CCC(=O)O)c3)CC2)cc1 | -19%[44.1 µM] |
| Cc1nn(CC(=O)NCc2ccco2)c(=O)c2nn(-c3ccccc3)c(C)c12 | 35%[activator] |
| Cn1c(CO[C@H]2CN(C(=O)c3ccccc3)C[C@H]2F)nc2ccccc21 | 25%[44.1 µM] |
| Cn1c(CN2C[C@H](O)C[C@H]2c2nc(-c3ccc4c(c3)OCO4)no2)nc2ccccc21 | i |
| CC(C)C(=O)Nc1nnc(S(=O)(=O)N2CCc3ccccc32)s1 | 17% |

Some of the compounds tested (hit frequency here may not be typical).
